Screens as filed in PubChem.
HTRA1 inh – inhibitors of human serine peptidase HTRA1; inhibition, % at 5.96 µM; AID 504803; hit rate 0.5% among 340,000; Q92743; recombinant HTRA1, FP-rhodamine activity-based probe, fluorescence polarization; in the data active = inhibition above about 36%;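 note: 0% = enzyme with DMSO and 100% = wells lacking enzyme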
Target sequence (Q92743 whole entry, looked up): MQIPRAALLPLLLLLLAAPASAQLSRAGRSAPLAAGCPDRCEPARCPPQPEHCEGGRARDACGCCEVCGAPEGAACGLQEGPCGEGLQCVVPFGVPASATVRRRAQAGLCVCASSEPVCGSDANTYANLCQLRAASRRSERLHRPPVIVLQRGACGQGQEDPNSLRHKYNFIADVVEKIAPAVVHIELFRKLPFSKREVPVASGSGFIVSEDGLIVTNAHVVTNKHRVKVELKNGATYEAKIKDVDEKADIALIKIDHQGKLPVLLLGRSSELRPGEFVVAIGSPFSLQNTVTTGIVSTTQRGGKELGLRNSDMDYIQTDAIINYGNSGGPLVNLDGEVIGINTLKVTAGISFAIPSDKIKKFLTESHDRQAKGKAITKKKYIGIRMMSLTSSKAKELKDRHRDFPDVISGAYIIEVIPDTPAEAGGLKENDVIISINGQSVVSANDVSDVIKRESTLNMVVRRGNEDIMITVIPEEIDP
TCR CD3 inh – blocks the human TCR-CD3 interaction. TAMRA-labeled TCR probe fluorescence, biochemical. inhibition, % at 9.4 µM. hit rate 0.37% among 360,000. AID 651800; in the data active = inhibition above about 19%;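 note: recombinant mutant TCR 2C K166C tagged with TAMRA read by polarization; 0% = receptor in buffer alone and 100% = receptor with positive control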
PRMT1 FP inh – blocks human protein arginine methyltransferase 1; Q99873; recombinant PRMT1, activity-based probe fluorescence polarization; inhibition, % at 2.79 µM; hit rate 1.3% among 370,000; AID 652257;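 active = inhibition above about 21% made by adding two undisclosed values, limit read from the data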
Target sequence (Q99873 whole entry, looked up): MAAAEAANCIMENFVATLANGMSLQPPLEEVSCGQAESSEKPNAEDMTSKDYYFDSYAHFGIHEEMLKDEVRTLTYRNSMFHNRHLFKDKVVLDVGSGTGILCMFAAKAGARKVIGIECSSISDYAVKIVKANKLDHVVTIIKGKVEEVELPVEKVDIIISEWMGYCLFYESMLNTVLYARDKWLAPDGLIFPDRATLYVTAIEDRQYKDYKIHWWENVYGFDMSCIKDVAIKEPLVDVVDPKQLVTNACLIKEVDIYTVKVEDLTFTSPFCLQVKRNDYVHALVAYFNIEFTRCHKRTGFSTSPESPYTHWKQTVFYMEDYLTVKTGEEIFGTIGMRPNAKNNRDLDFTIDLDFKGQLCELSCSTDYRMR
NR1D1 modulator – modulators of human Rev-erb alpha DNA binding; P20393; Rev-erbα–FITC-DNA binding, fluorescence polarization, 90 min; activity, % at 10 µM; hit rate 0.79% among 370,000; AID 1259318;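 active = activity above about 14%, limit read from the data; passing the limit was not always enough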;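 note: 0% = DMSO wells with 35 nM protein and 100% = DMSO wells with 750 nM protein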
UHRF1 binding – blocks human UHRF1 binding to methylated DNA | Q96T88 | UHRF1 binding to methylated oligo, TR-FRET | inhibition, % at 4.4 µM | hit rate 0.75% among 370,000; in the data active = inhibition above about 21%;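 note: UHRF1 SRA domain binding a hemimethylated CpG hairpin DNA probe; 0% = median of test compound wells and 100% = reference inhibitor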
PG9 binder – PG9 antibody binding by small molecule; TR-FRET gp120-PG9 antibody binding; inhibition, % at 6.7 µM; AID 624416; hit rate 0.43% among 360,000; in the data active = inhibition above about 8.5%
MBD2 DNA inh – MBD2-methylated oligo binding inhibition; AID 686964; hit rate 0.31% among 370,000; Q9UBB5; TR-FRET, MBD2 binding to methylated oligonucleotide; inhibition, % at 4.4 µM; in the data active = inhibition above about 13%
rCAG binder – molecules binding r(CAG) RNA repeats. r(CAG) RNA repeat, TO-PRO-1 dye displacement fluorescence. inhibition, % at 3 µM. hit rate 1.3% among 370,000. AID 651821;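 active = inhibition above the plate cutoff, the mean of all test compounds on that plate plus 3 SD, cut at about 35% in these data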;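 note: 0% = DMSO alone and 100% = 100 µM mitoxantrone as full dye displacement; higher means more dye released from RNA so lower well fluorescence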
ABHD4 inh – inhibitors of mouse ABHD4. Q8VD66. purified mABHD4, FP-Rh probe fluorescence polarization. inhibition, % at 8.92 µM. hit rate 0.54% among 370,000. AID 720543;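 active = inhibition exceeding the mean over every tested compound plus 3 SD, cut at about 30% in these data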;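 note: 0% = plate median of compound wells and 100% = S159A mutant with DMSO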
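Test system: mABHD4 protein; Read-out basis: % inhibition; Incubation: 45 min + 60 min at 25 °C; Repeats: single replicate; Technique: fluorescence polarization with parallel and perpendicular emission, 525/598 nm; Compound: 8.92 µM, single dose; Benchmarks: full inhibition S159A mutant plus DMSO, zero as sample-well median.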
LEDGF integ inh – blocks HIV-1 LEDGF/p75-dependent DNA integration; TR-FRET IN-LEDGF/p75 DNA integration, Eu/Cy5; inhibition, % at 3.7 µM; hit rate 0.64% among 370,000; AID 743269;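 active = inhibition above the screen-wide mean plus 3 SD, cut at about 13% in these data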;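 note: signal is the Cy5 over europium emission ratio at 671 and 618 nm; 0% = plate median of compound wells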
Active calls of the source: *; · = not tested or not shown.

SMILES	HTRA1 inh	TCR CD3 inh	PRMT1 FP inh	NR1D1 modulator	UHRF1 binding	PG9 binder	MBD2 DNA inh	rCAG binder	ABHD4 inh	LEDGF integ inh
COc1cccc(C(=O)Nc2c3c(nc4c2CCC4)CCCC3)c1	0	10	-1	1	-2	-0.6	4	-8	5	0
Cc1ccc(OCc2nn3c(C4CCCCC4)nnc3s2)cc1	·	·	8	2	2	·	9	-1	-3	-2
COc1ccc(N2CCCn3c2nc2c3c(=O)n(Cc3ccc(F)cc3)c(=O)n2C)c(OC)c1	-5	1	2	-1	0	-0.3	1	-1	0	0
CCCNS(=O)(=O)c1ccc(OCC(=O)NCCC2=CCCCC2)cc1	1	6	0	2	1	0.8	-4	-4	-1	0
O=C1CC(c2c(F)cccc2Cl)C2=C(COC2=O)N1 (stereo unspecified)	-4	19	2	0	-1	-1.8	-2	3	1	-1
CCC(Sc1nc(-c2ccccc2)cc(=O)[nH]1)C(=O)O (stereo unspecified)	-1	-6	0	-2	-2	5.0	3	2	3	1
COc1ccc(S(=O)(=O)NCc2nc3nc(C)cc(C)n3n2)cc1OC	5	8	0	-1	-2	0.6	1	0	5	-3
COc1ccccc1CN(C)CC(=O)Nc1ccccc1-c1ccccc1	-26	1	2	1	0	-0.3	0	-7	1	-5
C[C@H](CO)N1C[C@H](C)[C@@H](CN(C)S(=O)(=O)c2ccc3c(c2)OCCCO3)OCc2cn(nn2)CCCC1=O	1	-2	-2	6	0	2.2	4	1	0	4
Cc1cccc(C)c1NC(=O)C(c1cc2ccccc2o1)N1CCN(C)CC1 (stereo unspecified)	·	-5	0	0	3	0.0	2	-1	9	-1
COc1ccc(NC(=O)CCN2C(=O)C3CC=C(Cl)CC3C2=O)cc1 (stereo unspecified)	7	0	3	5	2	0.3	-2	0	-8	-1
CCCn1c(C)cc(C(=O)COc2ncnc3sccc23)c1C	-1	6	1	-6	-5	1.0	-5	2	-5	4
CCOC(=O)C1=C(N)OC2=C(C(=O)CC(C)(C)C2)C1c1ccc(C)s1 (stereo unspecified)	-10	4	-1	-3	0	-0.1	0	-5	5	4
COc1ccc(NC(=O)C2CCN(S(=O)(=O)c3ccc4c(c3)NC(=O)CO4)CC2)cc1	-1	10	-4	-6	1	0.0	-4	-1	2	2
OCC[C@H]1C[C@H](O)[C@@H](O)[C@]2(Cc3ccccc3CO2)O1	-3	1	-4	0	-1	0.5	3	-1	5	-4
CCCCOc1ccccc1NC(=O)CC1SC(=NCC)N(CC)C1=O (stereo unspecified)	3	6	13	0	1	-0.9	-4	-7	0	-4
Cc1cccc(C)c1NC(=O)CN(C)C(=O)c1ccccc1OCc1ccc(F)cc1	3	-1	-1	-2	1	-2.3	8	-6	-6	-1
COc1cccc(N2CCN(S(=O)(=O)c3cccc4cccnc34)CC2)c1	-10	0	-2	4	1	-0.8	-2	-4	-1	4
CN1CCN(c2ccc([N+](=O)[O-])cc2NC(=O)c2ccccc2)CC1	6	-1	-6	7	1	-0.3	-3	-4	-1	0
Cc1ccc2nc3c(c(N)c2c1)CCN3c1ccccc1	-4	-4	5	1	4	2.0	3	11	6	-2
CCOc1ccc(CN(C(=O)c2cc(=O)c3cc(C)cc(C)c3o2)C2CCS(=O)(=O)C2)cc1 (stereo unspecified)	-7	-5	3	-6	4	-0.1	8	1	-20	-4
COc1ccc(NC(=O)c2ccc(NC(=O)c3nc4nc(C)cc(C)n4n3)cc2)cc1	-6	5	2	-5	2	1.7	-1	-4	5	2
O=S(=O)(NCc1ccc2c(c1)OCO2)c1ccc(F)cc1	1	-5	-1	3	3	-0.6	1	-1	-1	0
COCCN(CC(=O)NCC1CCCO1)C(=O)CCC(=O)Nc1ccccn1 (stereo unspecified)	3	1	-1	0	6	-2.6	-3	1	-1	2
Cc1ccc(C(=O)/C=C/c2c[nH]c3ccccc23)cc1	-19	1	3	8	5	-2.7	4	14	-20	1
O=S(=O)(c1cccc(-c2nc3ccccc3s2)c1)N1CCOCC1	-3	4	-2	5	-2	-2.5	0	-1	2	1
O=C(NC(=S)Nc1ccc(S(=O)(=O)Nc2nccs2)cc1)c1cccnc1	5	1	-1	-2	-2	-1.4	5	7	4	2
CSc1ccc(NC(=O)C2(C)CCN2C(=O)C2(c3ccccc3)CC2)cc1 (stereo unspecified)	·	1	0	-3	-4	0.1	-1	0	-4	-1
COc1ccc(CCC(=O)NC2CCCCC2)cc1	2	-1	1	-5	0	-1.0	1	-2	2	-3
O=C(NC1CCS(=O)(=O)C1)Oc1ccc(Cl)cc1 (stereo unspecified)	1	1	-3	-3	3	-1.4	2	3	-8	5
CC1=C(C(=O)OC2CCCC2)C(c2coc3ccc(C)cc3c2=O)C2=C(CCCC2=O)N1 (stereo unspecified)	-17	1	0	-7	0	1.3	-6	-3	-5	-1
CCc1ccccc1NC(=O)c1cnn(-c2ccccc2)c1C	-2	-3	0	-4	-1	-1.8	5	-2	1	2
CCCC1=NN(C(=O)Cc2ccc(OC)cc2)C(O)(C(F)(F)F)C1 (stereo unspecified)	3	-6	2	0	4	0.7	-2	-7	-3	4
COc1ccccc1OCC(=O)Sc1ccc(C)cc1	-1	-2	39*	2	3	0.3	7	-7	4	-1
O=C(O)CCCN1C(=O)C2C3CCC(O3)C2C1=O (stereo unspecified)	4	1	1	-6	14	-3.9	1	2	-3	7
Cc1ccc(N(CC(=O)N2CCOCC2)S(C)(=O)=O)cc1Cl	3	-10	0	-1	3	-2.6	7	-3	-5	0
CC(C)c1ccc(NC(=O)c2csnn2)cc1	4	9	-4	1	0	-2.3	-1	-3	3	1
CC1CN(c2nnc(-c3ccccc3)c3ccccc23)CC(C)O1 (stereo unspecified)	-3	9	-4	6	0	-1.3	1	-5	0	0
CN(C)/C=C(/C(=O)c1ccccc1Cl)S(C)(=O)=O	8	3	1	1	-1	-1.8	0	-3	-2	3
CCCN(CCC)Cc1cc2ccccc2c2c1COC2	-10	5	3	-4	0	0.1	4	-1	-8	1
CCOC(=O)CON1C(=O)C(C)(C)N(OCC(=O)OCC)C(=O)C1(C)C	3	6	1	8	-1	0.5	6	-3	6	-1
CC(=O)C1=C(O)C(=O)N(Cc2ccco2)C1c1ccc(F)cc1 (stereo unspecified)	2	-17	17	-2	-3	-0.1	-10	5	-3	4
O=Cc1ccccc1OCCN1CCCC1=O	5	5	0	-1	2	-2.0	2	2	-4	5
O=C(Nc1cc2c3c(c1)CC(=O)N3CCC2)C1CC1	-2	-6	3	-2	-3	-1.2	4	-1	-1	2
O=C(c1cc(-c2ccco2)nc2ccccc12)N1CCN(c2ccc(F)cc2)CC1	-5	-7	20	0	3	0.4	8	4	1	-2
O=C(NCC1CCCO1)c1sc(=S)n2c1[nH]c(=O)c1ccc(C(=O)N3CCCCC3)cc12 (stereo unspecified)	8	2	5	-5	-2	-1.8	-8	81*	24	0
CC1CCc2c(sc(NC(=O)Cn3nc(C(=O)O)c4ccccc4c3=O)c2C#N)C1 (stereo unspecified)	2	-4	1	-1	0	-0.5	1	4	-4	1
Cc1ccc(-n2nc3c(=O)n(CC(=O)NCCc4cccs4)nc(C)c3c2C)cc1	-2	3	0	1	0	-2.1	0	-5	0	1
CCOC(=O)CN1C(=O)c2ccccc2Sc2ncccc21	5	-9	-12	-1	1	-0.3	-3	1	-5	6
CC(=O)c1sc(NC(=O)c2c(F)cccc2F)nc1-c1ccccc1	-5	-5	2	5	3	5.5	5	1	-25	1
Cc1c(C(=O)Nc2ccccc2)cnn1-c1ccccc1	-4	1	-2	-3	3	-2.1	0	-6	-4	-1
CC(C)c1ccc(OCC(=O)NNC(=S)NC(=O)C2CC2)cc1	7	-1	2	-3	-2	0.4	3	2	5	-2
O=C(NC1CCCC1)c1ccc2c(c1)N(Cc1ccc(F)cc1)CCS2	-7	1	2	-5	-1	-1.4	-3	0	-7	2
Nc1ncc(-c2nnnn2-c2ccc(Cl)cc2)c(-c2ccc(Cl)cc2)n1	-7	9	0	0	-2	0.9	-2	-3	-2	-2
CCC(=O)N1CCN(c2ccc(NC(=S)NC(=O)c3cccc([N+](=O)[O-])c3)cc2)CC1	5	4	-4	0	-3	-0.5	-7	0	7	2
CCCCn1c(N)c(N(CC(C)C)C(=O)CCNC(=O)c2ccc(Br)cc2)c(=O)[nH]c1=O	-5	6	0	-4	0	-2.6	2	-3	4	4
Cc1oc(-c2cccc(Cl)c2)nc1CSCC(=O)O	2	-7	-1	-4	-4	0.9	1	1	-3	0
CCOc1ccc(S(=O)(=O)Nc2cccc(C(=O)NCCCn3ccnc3)c2)cc1	5	0	-3	-5	0	-2.8	-7	1	3	9
CCOc1ccc(Oc2ccccc2NC(=O)CN2C(=O)NC3(CCCC3)C2=O)cc1	-9	-7	3	3	1	0.5	0	-4	-3	-2
CC(=O)c1cccc(NC(=O)CN2CCN(S(=O)(=O)/C=C/c3ccccc3)CC2)c1	5	1	-1	0	-2	-1.7	3	2	1	2

Remaining list, next part:
SMILES	HTRA1 inh	TCR CD3 inh	PRMT1 FP inh	NR1D1 modulator	UHRF1 binding	PG9 binder	MBD2 DNA inh	rCAG binder	ABHD4 inh	LEDGF integ inh
CCCCNC(=S)N/N=C/c1cccc(OCC)c1O	17	6	0	1	0	0.8	-4	-4	5	-4
CC(=O)NC1=NN(C(C)=O)C(c2ccc(C(C)C)cc2)S1 (stereo unspecified)	-6	-3	-4	-2	-5	-4.6	-8	-3	4	10
COc1ccccc1CNS(=O)(=O)c1c(C)[nH]c(C)c1C(=O)N1CCCCC1	-4	-2	-2	-6	2	1.1	-1	0	2	0
O=C(NCCN1CCN(c2ccccc2)CC1)c1cccc(Cl)c1	11	2	0	-3	0	-3.8	-1	-2	3	2
Cc1ccc(NC(=O)CN2C(=O)NC3(CCCC3)C2=O)c(Cl)c1	-2	-1	2	4	-2	1.4	0	-1	-3	-7
COc1ccc(NS(=O)(=O)c2cccc(C(=O)N/N=C(\C)c3ccncc3)c2)cc1	-47	-5	2	2	3	-2.9	0	5	-47	-3
CC1(C(=O)NC2CCCC2)CCC(=O)N1Cc1cccs1 (stereo unspecified)	1	-5	2	1	0	-0.6	-7	1	-5	4
CCOC(=O)c1sc(NC(=O)CSc2ncccn2)nc1C	-8	-3	1	-1	1	-0.6	3	-6	-2	-1
CN(C)S(=O)(=O)Oc1ccccc1C(=O)Nc1ccc(F)cc1	-1	-4	-2	-3	-1	-0.7	1	0	1	-2
O=C(O)CCC(=O)Nc1ccc(F)cc1	-9	3	2	3	-3	-0.1	4	-1	0	0

Compound profiles, as listed above. Order of screens: HTRA1 inh | TCR CD3 inh | PRMT1 FP inh | NR1D1 modulator | UHRF1 binding | PG9 binder | MBD2 DNA inh | rCAG binder | ABHD4 inh | LEDGF integ inh
`COc1ccccc1CNS(=O)(=O)c1c(C)[nH]c(C)c1C(=O)N1CCCCC1` reads -4 | -2 | -2 | -6 | 2 | 1.1 | -1 | 0 | 2 | 0
`Cc1ccc(NC(=O)CN2C(=O)NC3(CCCC3)C2=O)c(Cl)c1` reads -2 | -1 | 2 | 4 | -2 | 1.4 | 0 | -1 | -3 | -7
`COc1ccc(NS(=O)(=O)c2cccc(C(=O)N/N=C(\C)c3ccncc3)c2)cc1` reads -47 | -5 | 2 | 2 | 3 | -2.9 | 0 | 5 | -47 | -3
`CC(=O)NC1=NN(C(C)=O)C(c2ccc(C(C)C)cc2)S1` (stereo unspecified) reads -6 | -3 | -4 | -2 | -5 | -4.6 | -8 | -3 | 4 | 10

An excerpt, so the mix of outcomes need not match the whole.
